High-throughput results as filed in PubChem BioAssay.
KOR beta-arrestin-1: KOR agonists, beta-arrestin recruitment, primary screen, cell-based, luminescence, uHTS (AID 1777); 280,000 tested, 0.02% active; KOR beta-arrestin recruitment, luminescence; higher % means a stronger effect; activation, % at 10 µM, or EC50 in µM where a hit was titrated; in the data active = activation above about 50%, passing the limit was not always enough; note: a part of the inactive calls stands beside numbers as strong as those of hits
M1AAP inhibition: P. falciparum M1AAP inhibitors, biochemical, fluorogenic H-Leu-NHMec substrate, 1536-well (AID 1445). recombinant M1AAP, H-Leu-NHMec fluorogenic kinetic assay; higher % means a stronger effect. 220,000 tested, 0.42% active. inhibition, % at 30 µM, or IC50 in µM where a hit was titrated;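 active = primary inhibition above the hit cutoff, then over 50% inhibition at one or more dose response concentrations, cut at about 23% in these data, passing the limit was not always enough; inconclusive = conflicting primary data, or primary hits not chosen for dose response; inactive = low primary inhibition, or under 50% at every dose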;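 note: plate controls were DMSO full reaction for no effect and no enzyme background for full effect; strong numbers were not always called active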
AID2073: inhibitors of Mint1-CaV2.2 protein interaction, biochemical, HTRF (AID 2073) | HTRF protein-protein interaction, Mint1-CaV2.2; higher % means a stronger effect | 290,000 tested, 0.19% active | inhibition, % at 20 µM, or IC50 in µM where a hit was titrated; in the data active = inhibition mostly above about 51%, no sharp cut-off; inconclusive = no clear call, values can overlap the other calls; inactive = mostly below about 53%; note: some results filed as inactive read as strong as hits
GPR55 beta-arrestin: GPR55 agonists via beta-arrestin recruitment, primary screen, imaging, U2OS cells, beta-arrestin-GFP redistribution (AID 1961) | U2OS GPR55 beta-arrestin-GFP redistribution imaging; higher % means a stronger effect | one-dose activation, % at 10 µM; EC50 in µM for titrated hits | 290,000 tested, 0.048% active;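 active = activation above 40% with more than 50 cells counted in the well; inconclusive = wells holding fewer than 50 cells, flagged as toxic or sparse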;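 note: U2OS osteosarcoma cells stably expressing GPR55 and beta-arrestin-GFP; plate controls were DMSO negative control for no effect and LPI positive control for full effect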
NOD2 inhibition: inhibition of NOD2-driven NF-kB reporter – cell-based, luminescence, uHTS, HEK293 (AID 1566). inhibition, % at 4 µM, or EC50 in µM where a hit was titrated. 290,000 tested, 0.63% active. HEK293 NOD2/NF-kB luciferase reporter, luminescence; higher % means a stronger effect; note: many of its hits are not listed in these tables
Dynein transport: dynein cargo transport inhibition | z-score, hits read low | 3617.4 mouse cells, GR-EGFP nuclear translocation imaging; test concentration mostly 20 µM; stimulated with dexamethasone, 1 µM; active compounds read low | 220,000 tested, 0.47% active | AID 1381;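 active = plate z-score of nuclear minus cytoplasmic receptor signal below a set negative limit, without overly bright fluorescence or cell loss, cut at about -3.5 in these data, passing the limit was not always enough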;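 note: z-score of nuclear minus cytoplasmic ring GR-EGFP intensity difference per well; some compounds called inactive have numbers as strong as hits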
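Buffer or medium: tet-free, stripped-serum medium; Also added: dexamethasone, 1.0 µM final; Technique: high-content fluorescence imaging after fixation; Times: 48 h induction, 1 h compound, 30 min dex at 37 °C; Read-out: per-cell GR-EGFP intensity, nucleus versus surrounding cytoplasmic ring, well-averaged.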
NOD1 NF-kB reporter: inhibition of NOD1-driven NF-kB reporter – cell-based, luminescence, uHTS, primary screen (AID 1578); NOD1-driven NF-kB luciferase reporter cells, luminescence; higher % means a stronger effect; one-dose inhibition, % at 4 µM; EC50 in µM for titrated hits; 290,000 tested, 1% active; in the data active = inhibition mostly above about 36%, no sharp cut-off; inactive = mostly below about 34%;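 note: HEK-293T reporter cells stimulated with the NOD1 agonist gamma-tri-DAP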
KOR beta-arrestin-2: kappa opioid receptor blockers – cell-based, luminescence, uHTS (AID 1778); 290,000 tested, 0.091% active; KOR beta-arrestin recruitment, luminescence, antagonist mode; higher % means a stronger effect; inhibition, % at 10 µM, or IC50 in µM where a hit was titrated; note: strong numbers were not always called active
M17LAP inhibition: P. falciparum M17LAP inhibitors, primary screen, biochemical, fluorogenic H-Leu-NHMec substrate, 1536-well (AID 1619) | recombinant M17LAP, H-Leu-NHMec fluorogenic kinetic assay; higher % means a stronger effect | inhibition, % at 30 µM; hits with a dose series show IC50 in µM | 220,000 tested, 0.38% active;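 active = compound inhibiting the enzyme by more than half at any dose during confirmatory dose-response retesting; inconclusive = strong single-dose inhibitors picked by rank but not retested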;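 note: plate controls were full reaction with DMSO carrier for no effect and no enzyme background for full effect; strong numbers were not always called active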
Dynein transport cytoplasmic EGFP: recorded beside Dynein transport, whose call it bears; z-score; measured here: cytoplasmic GR-EGFP intensity; active compounds read high
Dynein transport nuclear GR-EGFP: recorded beside Dynein transport, whose call it bears; z-score; measured here: nuclear GR-EGFP intensity;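 lower value marks the stronger effect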
Dynein transport cell count: further read-out of Dynein transport, marked with its call; z-score; measured here: cell count per field
Active calls of the source: *; ? = inconclusive; · = not tested or not shown; [ ] = another dose, or the depositor's remark. Cut-off read from the data, not from the text of the source, unless noted: active = inhibition above about 50%; inactive = the rest.

Values run as follows: NOD1 NF-kB reporter, GPR55 beta-arrestin, Dynein transport cytoplasmic EGFP, KOR beta-arrestin-2, Dynein transport nuclear GR-EGFP, M17LAP inhibition, NOD2 inhibition, M1AAP inhibition, Dynein transport, AID2073, Dynein transport cell count, KOR beta-arrestin-1
COC(=O)CN(C#N)c1nc(NC(C)C)nc(OC)n1
  -18.4%, 0.5%, -0.268, -19.3%, -0.355, -1.9%, 6.0%, 4.9%, -0.802, 14.6%, 0.76, 1.4%
CCOc1ccc(-c2nn(-c3ccccc3)cc2/C=C(\C#N)S(=O)(=O)c2ccccc2)cc1C
  13.0%, 0.3%, -0.0756, 2.1%, 0.354, 0.4%, 19.2%, 2.9%, 1.01, ?, -0.601, -2.0%
Cc1cc(Cl)ccc1NC(=O)C1CCN(S(C)(=O)=O)CC1
  46.3%, -0.1%, -0.219, 6.9%, 1.35, 3.8%, 5.5%, 2.4%, 2.17, 12.0%, -1.56, 0.2%
COc1cc(/C=C2/C(=O)N(c3ccc(C)c(C)c3)N=C2C)cc([N+](=O)[O-])c1O
  -13.0%, -0.3%, ·, -35.3%[20 µM], ·, ·, 9.9%, ·, ·, 5.1%, ·, -7.2%
COc1ccc(S(=O)(=O)Nc2noc3ccccc23)cc1OC
  -13.3%, 0.0%, ·, 7.4%, ·, ·, 16.0%, ·, ·, -2.7%, ·, -1.0%
CCOC(=O)c1nnn(CC(=O)Nc2ccccc2OC)c1C(=O)OCC
  -22.2%, -0.1%, 0.0912, -18.1%, 0.796, 0.4%, 5.8%, 0.7%, 0.83, 3.2%, -0.415, 0.3%
Cc1ccc(NS(=O)(=O)c2cc(-c3n[nH]c(=O)c4ccccc34)ccc2C)cc1
  -24.9%, 0.1%, -0.311, -71.5%, 0.19, -13.6%, 8.7%, 4.4%, 1.23, 3.0%, -0.118, 2.8%
COC(=O)C1=C(C(=O)OC)[C@@H]2Nc3ccccc3[C@@]23C[C@@H](C(=O)OC)N(C(C)=O)C3=N1
  -0.2%, -0.2%, -0.842, 18.3%, -0.376, 2.4%, 22.8%, -2.1%, -0.495, 1.9%, 0.865, 0.8%
Cc1sc2nc(CN3CCOCC3)nc(NS(=O)(=O)c3ccc4c(c3)OCCO4)c2c1C
  -4.0%, -0.2%, -0.213, 26.3%, -0.0292, 11.9%, 4.5%, 10.2%, 0.587, 0.1%, 0.107, ·
CC(C)CNC(=O)CSc1n[nH]c(=O)n1CCc1ccccc1
  6.5%, -0.3%, ·, 27.7%, ·, ·, -2.7%, ·, ·, 4.5%, ·, 7.4%
Cc1ccc2nc(-c3ccc(NC(=O)CN4C(=O)NC(C)(c5ccc(OC(F)F)cc5)C4=O)cc3)sc2c1 (centres undefined)
  -26.4%, -0.2%, -0.275, -13.9%, -0.636, 7.5%, -83.6%, 3.3%, -0.99, 13.0%, 0.494, -2.9%
CCc1nnc(NC(=O)CSc2nnc(CNC(=O)c3ccc(OC)c(OC)c3)o2)s1
  -26.2%, -0.1%, -0.213, 20.7%, -0.235, 4.9%, 9.3%, 0.3%, -1.05, 8.0%, 0.519, -3.7%
CC(C)Oc1ccc(C(=O)/C(=C\c2cccs2)c2nc3ccccc3o2)cc1
  27.3%, 0.4%, -0.216, -21.4%, -0.402, -9.4%, -13.1%, -0.4%, -1.77, 7.4%, 1.14, -0.1%
CCCn1nnnc1SCC(=O)N1C(C)CCCC1C (centres undefined)
  -11.4%, -0.1%, ·, 23.6%, ·, ·, 4.1%, ·, ·, -1.1%, ·, 0.7%
O=C(CSc1nnnn1C1CCCCC1)N1CCOCC1
  -29.6%, -0.1%, 0.0675, -33.6%[20 µM], -0.25, 1.3%, -2.1%, 8.7%, -0.97, 3.7%, 0.22, -7.3%
Cc1ccc(C)c(NS(=O)(=O)c2cc(C(=O)Nc3cccc(N(C)S(C)(=O)=O)c3)ccc2C)c1
  -16.2%, -0.3%, -0.189, 9.8%, -0.386, -5.4%, 14.9%, 4.3%, -0.422, 1.4%, 0.264, -0.8%
Cc1cc(-c2nnc3n2N=C(c2ccccc2)CS3)n[nH]1
  -0.1%, 0.7%, -0.285, -0.7%, 0.000677, -1.1%, 8.3%, 1.6%, 0.0537, 5.2%, 0.605, 3.3%
Cn1cnnc1Sc1ccc(S(C)(=O)=O)cc1[N+](=O)[O-]
  -26.2%, -0.1%, -0.323, -9.6%, -0.187, 0.8%, 2.4%, 3.2%, -0.288, -2.0%, 0.73, 1.5%
CCCc1nc(NCCO)c(C#N)c2c1CCCC2
  17.9%, -0.3%, -0.201, -22.9%, 0.175, -3.0%, 29.8%, 2.1%, 0.565, 13.4%, -0.0416, 10.2%
CC(=O)c1ccc(N(C(=O)CNC(=O)c2ccco2)C(C(=O)NC2CCCC2)c2cccnc2)cc1 (centres undefined)
  13.7%, -0.1%, ·, -3.5%, ·, ·, 9.4%, ·, ·, 15.9%, ·, -5.4%
CCn1c(=O)cc(SCC(=O)Nc2cccc(C)n2)c2ccccc21
  -22.5%, 0.5%, -0.207, 7.7%, 0.519, -2.4%, 6.1%, 3.7%, 0.331, 0.7%, -0.686, -1.3%
CC(Oc1ccc2c(c1)oc(=O)c1ccccc12)C(=O)NCCCN1CCOCC1 (centres undefined)
  -15.6%, -0.1%, ·, -7.3%, ·, ·, 16.0%, ·, ·, 11.5%, ·, 2.1%
CCOC(=O)C(C)Oc1c(C(=O)OC)sc2ncccc12 (centres undefined)
  -20.1%, -0.5%, -0.193, -1.4%, -0.36, -0.8%, -4.9%, 0.6%, -0.472, -1.1%, 0.488, -5.0%
CC(=O)N1c2ccc3ccccc3c2C2C=CCC2C1c1ccc(Br)cc1 (centres undefined)
  -16.8%, 0.7%, 0.0334, -10.4%, 0.0813, 1.6%, -22.3%, 11.1%, -0.231, 27.7%, -1.05, 4.0%
CS(=O)(=O)c1ccc(-c2cn3cc(C(=O)O)ccc3n2)cc1
  2.9%, 0.4%, -0.29, 3.0%, -0.405, -20.3%, 24.0%, 4.5%, -0.952, 29.8%, 0.759, 0.3%
C/C(=N/N=C(/C)c1cccs1)c1cccs1
  -57.4%, 0.4%, ·, -14.1%, ·, ·, -25.8%, ·, ·, 5.5%, ·, 0.2%
CCCCC[C@H](O)/C=C/[C@H]1C=CC(=O)[C@@H]1C/C=C\CCCC(=O)O
  -3.7%, ?, -0.0802, -61.9%, -0.294, 28.6%, 7.0%, 15.4%, -1.88, 18.8%, 0.502, 2.4%
COc1ccccc1C(=O)NCC(=O)OCC(=O)Nc1cccc(S(=O)(=O)N(C)C)c1
  -31.9%, 0.4%, -0.287, 18.4%, -0.244, -1.4%, 14.7%, 6.2%, -0.472, 42.8%, 0.669, -3.2%
Cc1ccc(-c2ocnc2C(=O)Nc2ccccc2NC(=O)c2ccccn2)cc1
  -3.9%, -0.2%, ·, 4.3%, ·, ·, -23.3%, ·, ·, 14.1%, ·, -5.8%
CN(C)/C=C(\C#N)S(=O)(=O)c1ccc(Cl)cc1
  -1.7%, 0.1%, -0.163, 16.6%, 0.459, 3.2%, 22.0%, 3.0%, -0.714, 4.6%, 0.174, 0.6%
CC(C)=CCN1CCN(Cc2ccc(N3CCNC3=O)cc2)CC1CCO (centres undefined)
  -29.6%, -0.2%, 0.268, -3.3%[20 µM], 0.171, 20.3%, -0.4%, 6.0%, -0.362, 2.8%, 0.516, ·
CCOc1ccc(NC(=O)COC(=O)c2cccnc2)cc1
  -7.3%, -0.3%, -0.219, -0.6%, -0.103, 27.4µM*, 11.1%, -0.7%, -0.446, -8.2%, 0.575, 1.3%
Cc1ccc(S(=O)(=O)N(CC2CO2)c2cc(Cl)ccc2Cl)cc1 (centres undefined)
  -37.4%, ·, ·, 2.8%, ·, ·, -14.4%, ·, ·, -0.3%, ·, -4.4%
Cn1ncc2c(=O)[nH]cnc21
  -13.6%, -0.5%, -0.178, -30.7%, -0.316, 5.7%, 1.8%, 4.7%, -0.188, -3.3%, 0.418, -0.5%
COc1ccc(-n2nc(C(=O)NCC(=O)NCC3COc4ccccc4O3)c3ccccc3c2=O)cc1 (centres undefined)
  -19.5%, 0.5%, -0.23, 12.5%, 0.307, 6.8%, -0.3%, 7.3%, -0.0108, 11.1%, -0.306, 0.2%
CCc1c(C(=O)Nc2ccc(OC)c(Cl)c2)[nH]c(C)c1C(C)=O
  14.6%, 0.3%, -0.26, -19.8%, 0.438, -2.3%, 7.0%, 6.9%, 0.77, -2.0%, -0.91, 7.9%
O=c1c2cnn(-c3ccccc3)c2nc(-c2cccs2)n1-c1cccc(Cl)c1
  -3.1%, -0.1%, -0.118, -3.4%, -0.0991, 1.1%, 14.4%, 2.5%, 0.171, 30.1%, -0.42, -5.1%
Cc1ccc(S(=O)(=O)N2CCCN(S(=O)(=O)c3ccc4ccccc4c3)CC2)cc1
  -37.2%, -0.2%, -0.118, -0.1%, -0.506, 5.0%, -7.1%, -2.3%, -1.01, 11.6%, 0.541, -2.5%
COc1ccc(CC(NC(C)=O)C(=O)NC2CCN(S(=O)(=O)c3cccc4ccccc34)CC2)cc1OC (centres undefined)
  5.0%, -0.2%, 0.376, 22.6%, 0.249, -10.7%, 10.9%, -6.2%, -0.213, 1.4%, -0.432, -6.0%
CCn1cc(C(=O)NC2CCCCCC2)c(=O)c2ccc(C)nc21
  -2.6%, -0.2%, ·, -40.2%[20 µM], ·, ·, 20.3%, ·, ·, -4.9%, ·, 7.3%
Cc1cccc(N(C(=O)CNC(=O)c2ccco2)C(C(=O)NC2CCCC2)c2ccncc2)c1 (centres undefined)
  -12.6%, -0.1%, -0.19, -4.6%, -0.522, -6.6%, 13.6%, 5.2%, -0.562, 8.9%, 0.293, 4.0%
CCCOc1ccccc1N/C(=N/c1nc(C)cc(C)n1)NC(=O)Nc1ccc(Cl)cc1
  -30.8%, 0.0%, -0.276, -21.6%, -0.385, -1.3%, 9.0%, 3.9%, 0.0517, 0.1%, 1.52, 5.0%
COc1cc(NS(=O)(=O)N2CCCC2)cc(OC)c1OC
  -9.4%, 0.2%, -0.262, 42.3%, 0.159, -12.7%, 16.5%, 5.5%, 0.501, -2.3%, 0.273, -6.2%

Not all compounds are listed; count on the stated rates, not on these rows.
